b-catenin transl: alters nuclear translocation of beta-catenin in HeLa cells; immunofluorescence imaging; nuclear translocation activity, % at 5 µM; 190,000 tested, 0.3% active; AID 1665;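 active means nuclear translocation activity above 50% at 5 µM, with a well cell count of 50 or more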;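 further: per-cell ratio of nuclear to cytoplasmic median beta-catenin stain intensity; plate controls were DMSO negative control for no effect and GSK-3 inhibitor IX positive control for full effect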
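Test system: human HeLa cells, endogenous beta-catenin. Times: 24 h compound exposure, 37°C. Measured by: beta-catenin immunofluorescence imaging with DAPI.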
Dynein transport: blocks dynein driven cargo transport along microtubules. 3617.4 mouse cells, GR-EGFP nuclear translocation imaging; test concentration mostly 20 µM; stimulated with dexamethasone, 1 µM; stronger effect = lower value. z-score, hits read low. 220,000 tested, 0.47% active;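 active means plate z-score of nuclear minus cytoplasmic receptor signal below a set negative limit, without overly bright fluorescence or cell loss, cut at about -3.5 in these data, passing the limit was not always enough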;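 further: z-score of nuclear minus cytoplasmic ring GR-EGFP intensity difference per well; some compounds called inactive have numbers as strong as hits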
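medium = tetracycline-free induction medium containing charcoal-stripped FBS | also added = 1.0 µM final dexamethasone stimulus | schedule = 48 h induction, 1 h compound, 30 min dex at 37 °C | technique = fixed, Hoechst-stained cells imaged at 10x for EGFP | measure = GR-EGFP nuclear translocation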
MT stabilizer: stabilizes microtubules in HeLa cells; % tubulin-high responders, % at 10 µM; HeLa tubulin immunostaining HCS, 24 h; share of cells brighter than vehicle mean+2SD; 200,000 tested, 0.83% active; AID 2205;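 active means plate Z-score above 3 for both tubulin-high and condensed-nucleus cell shares, with cell loss under 80%, at 10 µM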;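 further: anti alpha tubulin signal scored within the nucleus-defined area of each cell; some results filed as inactive read as strong as hits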
Autophagy mod: alters autophagy in cells; MEF GFP-LC3 puncta imaging; test concentration mostly 10 µM; calls only at 10 µM (by protocol); 190,000 tested, 0.98% active; AID 463193;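 active means percentage of spot-positive cells more than 3 SD above its plate mean, without a fluorescence outlier flag or 80% toxicity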;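 further: spot-positive cell cutoff set from DMSO-treated cells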
WT yeast gro inh: growth inhibition of WT yeast, mitochondrial fusion screen. inhibition, % at 10 µM. mitochondrial fusion phenotypic screen, WT strain. 190,000 tested, 2.1% active; in the data active means inhibition above about 58%; tested in S. cerevisiae
CSM14.1 death rescue: rescue of cells from ER stress-induced death, primary screen, 384-well, CSM14.1, thapsigargin, ATP luminescence (AID 1222) | CSM14.1 thapsigargin-induced death rescue, ATP luminescence; higher % means a stronger effect | one-dose cellular ATP content (survival), % at 20 µM; EC50 in µM for titrated hits | 190,000 tested, under 10 active;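 active means EC50 below 50 µM in the dose-response confirmation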;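 further: death triggered by thapsigargin at about 15 µM added after 2 h compound pretreatment; cell ATP read after overnight thapsigargin exposure of roughly 18 to 22 hours; normalized against plate controls of thapsigargin alone and 5% DMSO vehicle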
XIAP antagonists: XIAP antagonists, biochemical, IAP family, fluorescence polarization (AID 1018). XIAP BIR domain, fluorescence polarization peptide displacement; higher % means a stronger effect. displacement, % at 20 µM; hits with a dose series show IC50 in µM. 200,000 tested, 0.007% active; in the data active means displacement above about 50%; further: a part of the inactive calls stands beside numbers as strong as those of hits
Hep lipid drop: hepatic lipid droplet formation modulation. inhibition, % at 6.5 µM. AML12 mouse hepatocytes, oleate lipid droplets, BODIPY imaging. AID 1656. 240,000 tested, 0.4% active;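 active means lipid droplet intensity inhibited by at least 50%, with more than 500 cells counted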
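Test system: AML12 mouse liver cells; schedule: overnight exposure; technique: high-content imaging of BODIPY-stained droplets and DAPI nuclei; read-out: % inhibition of corrected integrated BODIPY droplet signal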
Insulin prom up: MIN6 insulin promoter up-regulation | MIN6 insulin promoter-GFP reporter, high-content imaging; stronger effect = higher value | 190,000 tested, 0.3% active | z-score at 5 µM;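 active means z-score above 3 at 5 µM with at least 500 cells counted in the well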
WT yeast gro inh mutant strain: also measured in WT yeast gro inh; calls as there; inhibition, %; mitochondrial fusion phenotypic screen, mutant strain inhibition
Dynein transport cytoplasmic EGFP: recorded beside Dynein transport, whose call it bears; z-score; measured here: cytoplasmic GR-EGFP intensity; stronger effect = higher value
Dynein transport nuclear GR-EGFP: further read-out of Dynein transport, marked with its call; z-score; measured here: nuclear GR-EGFP intensity;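 lower value marks the stronger effect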
Dynein transport cell count: second read-out of Dynein transport, no call of its own (marks repeat the call); z-score; measured here: cell count per field
Insulin prom up cell count: second read-out of Insulin prom up, no call of its own (marks repeat the call); cell count; measured here: cytotoxicity, nuclei count;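 total cells summed across four imaged fields per well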
Hep lipid drop cells 6.5 µM: also measured in Hep lipid drop; calls as there; cell count; measured here: cell count, cytotoxicity flag;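 cells counted across two imaged fields per well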
b-catenin transl cell count 5 µM: second read-out of b-catenin transl, no call of its own (marks repeat the call); cell count; measured here: cell count, cytotoxicity flag
MT stabilizer Hoechst-high %: recorded beside MT stabilizer, whose call it bears; % Hoechst-high responders; measured here: nuclear condensation Hoechst responders;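 share of cells brighter than vehicle mean plus two SD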
MT stabilizer cytotoxicity %: also measured in MT stabilizer; calls as there; toxicity, %; measured here: cytotoxicity by cell density;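 0% = mean cell density of plate MIN control wells and 100% = no cells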
Autophagy mod cell loss 18 h: further read-out of Autophagy mod, marked with its call; toxicity, %; measured here: cell loss, nuclei count;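 cell loss after 18 h compound exposure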
Starred values were filed as active, the others as inactive; i = inactive; x = not tested or not shown.

structure	b-catenin transl	b-catenin transl cell count 5 µM	Dynein transport	Dynein transport cytoplasmic EGFP	Dynein transport nuclear GR-EGFP	Dynein transport cell count	MT stabilizer	MT stabilizer Hoechst-high %	MT stabilizer cytotoxicity %	Autophagy mod	Autophagy mod cell loss 18 h	WT yeast gro inh	WT yeast gro inh mutant strain	CSM14.1 death rescue	XIAP antagonists	Hep lipid drop	Hep lipid drop cells 6.5 µM	Insulin prom up	Insulin prom up cell count
COc1cc2c(cc1OC)CN(C(=S)Nc1c(C)cccc1C)CC2	-0.7	943	-0.57	-0.31	-0.47	0.68	1.5	3.3	5.9	i	-3	-16	-18	-1.4%	-4.6%	-27	394	0.43	1298
CC(=O)N1CCN(c2cc3c(cc2F)c(=O)c(C(=O)O)cn3C2CC2)CC1	-2.0	1105	0.56	-0.36	-0.31	-0.34	2.6	2.2	7.8	i	41	-32	2	2.7%	-3.2%	13	692	-0.19	1585
CC(C)N1CCN(C2CSCCSC2)CC1CCO (stereo not drawn)	0.4	1346	0.0012	-0.24	0.018	-0.73	x	x	x	x	x	x	x	x	x	2	733	-0.07	1081
COCCSc1ccccc1C(=O)Nc1cc(C)cc(C)c1	0.4	1558	1.9	-0.029	1.1	-1.2	2.6	2.8	6.0	i	0	22	10	-1.2%	-0.2%	-37	694	-0.48	1510
Nc1c(NCCN2CCCCC2)c2ccccc2oc1=O	-0.9	1005	0.34	-0.00023	0.97	-0.8	2.5	1.6	6.9	i	-16	-27	-8	-0.1%	-6.3%	4	736	0.36	1422
C(/C=C/c1ccccc1)=N/N1CCN(c2ccccc2)CC1	-0.4	1103	-0.84	-0.23	-0.73	1.6	4.0	2.5	12	i	11	3	10	-3.2%	0.5%	18	670	-0.01	1759
CCCCNC(=O)CC1N=C2c3ccccc3N=C(SCC(=O)Nc3cccc(OC)c3)N2C1=O (stereo not drawn)	-3.6	932	0.76	-0.18	0.97	-0.8	4.2	2.2	7.3	i	-10	1	13	-1.9%	-6.0%	x	x	-0.28	1338
COc1ccc(NC(=O)CSc2c3c(nc4cc(Cl)ccc24)CCCC3)cc1OC	0.8	460	-1.1	0.052	-0.81	-0.055	1.8	2.5	7.2	i	2	5	10	-0.2%	-2.7%	-2	619	-1.6	992
O=C(OCc1cncs1)c1cccs1	-0.1	954	0.85	0.24	0.76	-0.71	3.6	1.2	14	i	21	-10	-1	3.5%	-5.7%	-5	658	0.24	1629
CCC(CO)N=CC1=C(O)C(C(=O)c2ccccc2)CCC1=O (stereo not drawn)	-2.7	814	-0.35	-0.21	0.15	0.55	5.1	2.0	7.8	i	-13	9	-2	-0.7%	-3.5%	x	x	0.59	1246
COCCCNC(=O)CN(CCc1ccccc1)S(=O)(=O)c1ccc(C)cc1	-0.8	1107	-0.75	-0.3	-0.33	0.41	2.0	1.5	5.8	i	-20	14	0	-0.5%	-7.3%	-2	720	0.76	1158
CCCn1c(=O)c(Cc2ccccc2)c(O)c2ccccc21	-2.2	877	-0.24	-0.19	0.16	-0.18	3.7	2.7	7.4	i	12	6	5	-1.5%	-7.4%	x	x	1.3	1307
CCOc1ccc(C(=O)Nc2ccc(Cc3ccncc3)cc2)cc1Br	-0.6	1086	-1	-0.27	-0.55	1.3	2.6	2.1	4.7	i	3	46	26	-0.5%	-0.7%	-9	712	1.3	1139
CCOCCCNC(=S)N1C2CCC1CC(NC(=O)NC13CC4CC(CC(C4)C1)C3)C2 (stereo not drawn)	2.4	1006	-0.46	-0.21	-0.43	-0.011	3.3	1.7	4.4	i	-25	1	10	-3.3%	-3.5%	2	690	-0.31	1702
NNC(=O)CSc1nc(-c2ccccc2)cn1-c1ccccc1	-1.1	1370	1	-0.23	0.32	-1	x	x	x	x	x	x	x	x	x	-3	748	-0.27	1199
Cn1c(=O)c2c(SCc3c(F)cccc3Cl)nc(CC(C)(C)C)nc2n(C)c1=O	4.2	1090	-1	-0.34	-0.6	1.4	3.9	2.5	3.2	i	13	12	8	x	-0.1%	-4	667	-1.4	1704
O=C(NCc1ccccn1)Nc1ccc2c(c1)OCO2	-0.7	1062	-1	-0.2	-0.32	-0.61	3.3	2.4	5.6	i	5	-8	-38	x	-4.5%	-19	692	0.91	1085
C=CCn1c(SCC(=O)Nc2cc(C)c(Cl)cc2OC)nnc1-c1ccco1	-2.2	959	-0.4	-0.2	-0.0031	0.31	4.8	2.9	8.8	i	9	35	20	0.5%	-1.2%	x	x	0.02	1177
CCN(CCn1cccn1)C(=O)CCc1nnc(-c2ccc3c(c2)OCO3)o1	-1.0	1163	-0.95	-0.32	-0.47	0.97	2.8	1.6	1.1	i	-34	9	6	-1.3%	-7.4%	-2	688	0.42	1394
COc1ccccc1/C=C/C(=O)OCC(=O)c1c(N)n(C)c(=O)n(C)c1=O	-0.2	578	-1.2	-0.18	-0.89	1.3	2.1	1.8	2.2	i	5	-5	-20	0.5%	-3.5%	3	665	0.13	1327

In another format: 2 of the compounds above.
> C(/C=C/c1ccccc1)=N/N1CCN(c2ccccc2)CC1
  b-catenin transl = -0.4 | b-catenin transl cell count 5 µM = 1103 | Dynein transport = -0.84 | Dynein transport cytoplasmic EGFP = -0.23 | Dynein transport nuclear GR-EGFP = -0.73 | Dynein transport cell count = 1.6 | MT stabilizer = 4.0 | MT stabilizer Hoechst-high % = 2.5 | MT stabilizer cytotoxicity % = 12 | Autophagy mod = i | Autophagy mod cell loss 18 h = 11 | WT yeast gro inh = 3 | WT yeast gro inh mutant strain = 10 | CSM14.1 death rescue = -3.2% | XIAP antagonists = 0.5% | Hep lipid drop = 18 | Hep lipid drop cells 6.5 µM = 670 | Insulin prom up = -0.01 | Insulin prom up cell count = 1759

> CCCCNC(=O)CC1N=C2c3ccccc3N=C(SCC(=O)Nc3cccc(OC)c3)N2C1=O (stereo not drawn)
  b-catenin transl = -3.6 | b-catenin transl cell count 5 µM = 932 | Dynein transport = 0.76 | Dynein transport cytoplasmic EGFP = -0.18 | Dynein transport nuclear GR-EGFP = 0.97 | Dynein transport cell count = -0.8 | MT stabilizer = 4.2 | MT stabilizer Hoechst-high % = 2.2 | MT stabilizer cytotoxicity % = 7.3 | Autophagy mod = i | Autophagy mod cell loss 18 h = -10 | WT yeast gro inh = 1 | WT yeast gro inh mutant strain = 13 | CSM14.1 death rescue = -1.9% | XIAP antagonists = -6.0% | Hep lipid drop = x | Hep lipid drop cells 6.5 µM = x | Insulin prom up = -0.28 | Insulin prom up cell count = 1338

Other compounds
structure	b-catenin transl	b-catenin transl cell count 5 µM	Dynein transport	Dynein transport cytoplasmic EGFP	Dynein transport nuclear GR-EGFP	Dynein transport cell count	MT stabilizer	MT stabilizer Hoechst-high %	MT stabilizer cytotoxicity %	Autophagy mod	Autophagy mod cell loss 18 h	WT yeast gro inh	WT yeast gro inh mutant strain	CSM14.1 death rescue	XIAP antagonists	Hep lipid drop	Hep lipid drop cells 6.5 µM	Insulin prom up	Insulin prom up cell count
CN(C)CCNc1oc(COc2ccc(Cl)cc2Cl)nc1C#N	0.2	1435	-0.69	-0.49	-0.18	0.14	2.4	1.5	7.6	i	1	-5	-1	-0.4%	0.4%	x	x	0.42	1552
CCOC(=O)Cn1c(CN2CCOCC2)nc2c1c(=O)n(C)c(=O)n2C	-1.1	1042	-0.86	-0.21	-0.12	0.49	4.0	2.3	6.8	i	-7	7	-5	-0.1%	-5.9%	-1	661	0.61	1947
C/C(=C\C(=O)C(F)(F)F)Nc1ccc(C(F)(F)F)cc1	-2.2	1115	-0.28	-0.2	-0.59	0.53	0.7	1.6	7.3	i	-7	-1	0	-0.2%	-2.6%	-31	715	0.12	1818
COc1ccccc1CNC(=O)CN1CCN(S(=O)(=O)c2cccs2)CC1	-1.8	1070	-0.29	-0.36	0.12	0.4	6.0	2.3	14	i	16	-4	8	0.0%	-1.5%	-14	684	-0.32	1147
CCN(CC)CCNC(=O)c1ccc2c(=O)n(C3CCCC3)c(=S)[nH]c2c1	-0.2	778	3.1	2.1	2.2	-5	1.6	2.0	7.4	i	2	4	9	-2.5%	-3.1%	x	x	-0.87	593
Cc1c(NC(NC(=O)CC(C)C)C(Cl)(Cl)Cl)c(=O)n(-c2ccccc2)n1C (stereo not drawn)	-0.2	1076	-0.4	-0.31	-0.24	0.66	2.0	1.7	2.0	i	9	8	5	x	-5.0%	-2	694	-0.82	1227
C[C@@H](C(=O)N1CCN(C(=O)OC(C)(C)C)CC1)n1cc(-c2cn([C@@H](C)C(=O)N3CCN(C(=O)OC(C)(C)C)CC3)nn2)nn1	-0.9	1388	0.5	-0.78	0.25	-0.53	x	x	x	x	x	x	x	x	x	30	676	0.62	726
O=C(c1ccncc1)N1CCN(C(=O)c2ccncc2)CC1	-3.1	1197	-0.23	-0.1	0.14	1.1	3.1	1.9	4.4	i	4	-12	-4	-0.6%	-24%	8	821	-0.64	1246
CCOC(=O)Cn1c(=NC(=O)CSC(C)=O)sc2ccccc21	0.9	1003	-0.99	-0.15	-0.42	0.6	0.9	2.3	10	i	6	4	3	-4.1%	-1.6%	-12	654	-0.1	1871
Nc1cc(=O)[nH]n1C1CCN(c2ccccc2)CC1	-1.3	1213	-0.55	-0.13	-0.37	0.22	0.5	1.2	3.9	i	17	-7	0	-3.8%	-2.9%	2	787	0.12	1207

Bioassay records: PubChem BioAssay, several laboratories
